Tat transport: E. coli Tat export inhibitors, primary screen, MC4100, TorA-mCherry reporter, fluorescence, single point. 0.036% of 340,000 active. inhibition, % at 10 µM;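 active means mean replicate inhibition at least 50% and at least half of replicates individually reaching 50%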;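 further: exported cargo escapes ClpAP degradation while cytoplasmic cargo is degraded and loses fluorescence; 0% = median of neutral control wells and 100% = median of NaSCN control wells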
AddAB inh: growth inhibition of E. coli expressing H. pylori AddAB, primary screen, AddAB inhibitor project, absorbance | inhibition, % at 11.9 µM | 0.29% of 330,000 active | AID 435030, 2010; in the data active means inhibition above about 12%;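 further: 0% = vehicle wells of infected cells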
phage Ecoli inh: growth loss of phage-infected E. coli, primary screen, RecBCD inhibitor project, absorbance, with phage, HTS. AID 651602, 2012. inhibition, % at 11.9 µM. 0.26% of 360,000 active; in the data active means inhibition above about 11%
MOR-DOR inv ag: inverse agonists of MOR-DOR heterodimerization, primary screen, cell-based, luminescence. Mu-type opioid receptor (Homo sapiens) + Delta-type opioid receptor (Homo sapiens), …. cell-based MOR-DOR heterodimer luminescence, inverse agonism. inhibition, % at 9.3 µM. 0.21% of 340,000 active; in the data active means inhibition above about 22%, passing the limit was not always enough;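 further: 0% = cells with DMSO and 100% = wells without cells with DMSO; values of inactives mirror those of a sister screen read the other way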
MOR-DOR ag: agonists of OPRM1-OPRD1 heterodimerization, primary screen, cell-based, luminescence; cells; activation, % at 9.3 µM; 0.3% of 340,000 active; AID 504326, 2011; Mu-type opioid receptor (Homo sapiens) + Delta-type opioid receptor (Homo sapiens), …; in the data active means activation above about 18%;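 further: 0% = vehicle-treated cells and 100% = reference agonist; values of inactives mirror those of a sister screen read the other way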
PKA-R2B activ: activators of PKA-R2B holoenzyme, primary screen, biochemical, fluorescence polarization, Cy5-IP20, human. 0.079% of 340,000 active. cAMP-dependent protein kinase catalytic subunit beta (Homo sapiens) + cAMP-dependent …. PKA-R2B holoenzyme dissociation; R2B truncated from residue 108, S112A mutant; 0% DMSO only, 100% 113 µM cGMP. activation, % at 11.4 µM;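 active means activation above a cutoff set at the mean over all compounds plus 3 SD, cut at about 18% in these data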;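 further: higher means more holoenzyme dissociation and a rise in polarization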
Target sequence (P31323 whole entry, looked up, other chains not shown, the tested form may be a part): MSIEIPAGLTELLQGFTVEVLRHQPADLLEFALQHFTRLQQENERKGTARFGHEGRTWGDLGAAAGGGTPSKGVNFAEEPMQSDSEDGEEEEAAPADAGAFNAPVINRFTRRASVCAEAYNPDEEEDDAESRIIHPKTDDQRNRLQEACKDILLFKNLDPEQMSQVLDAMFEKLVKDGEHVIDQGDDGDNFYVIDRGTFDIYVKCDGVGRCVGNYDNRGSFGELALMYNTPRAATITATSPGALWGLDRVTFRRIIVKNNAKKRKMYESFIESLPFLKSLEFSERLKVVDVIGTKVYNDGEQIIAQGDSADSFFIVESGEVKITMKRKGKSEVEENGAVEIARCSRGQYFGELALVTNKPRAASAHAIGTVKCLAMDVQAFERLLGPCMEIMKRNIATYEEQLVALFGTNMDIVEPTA
HTR5A inv ag: HTR5A inverse agonists in luminescence cell assay, primary screen, counter-screen for OPRM1-OPRD1 heterodimer inverse agonist project, full-deck HTS; 5-hydroxytryptamine receptor 5A (Homo sapiens), P47898; HTR5A cell line, inverse agonism; inhibition, % at 9.3 µM; 0.083% of 340,000 active; in the data active means inhibition mostly above about 23%, no sharp cut-off; inactive means mostly below about 18%;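 further: 0% = cells with DMSO and 100% = no-cell wells with DMSO; some compounds called inactive have numbers as strong as hits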
Target sequence (P47898 whole entry, looked up): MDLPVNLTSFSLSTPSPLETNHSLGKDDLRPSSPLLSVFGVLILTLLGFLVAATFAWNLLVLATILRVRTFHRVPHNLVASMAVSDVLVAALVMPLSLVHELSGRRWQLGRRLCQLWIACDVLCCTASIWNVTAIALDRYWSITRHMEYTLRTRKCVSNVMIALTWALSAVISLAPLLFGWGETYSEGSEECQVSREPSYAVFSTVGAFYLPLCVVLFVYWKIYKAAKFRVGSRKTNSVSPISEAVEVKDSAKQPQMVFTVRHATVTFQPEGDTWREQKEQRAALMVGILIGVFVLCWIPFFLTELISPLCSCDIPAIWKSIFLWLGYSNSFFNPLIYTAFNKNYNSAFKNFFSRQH
PfHsp90 yeast 2: growth inhibition of PfHsp90-expressing yeast, primary screen, antimalarial PfHsp90 inhibitor project, S. cerevisiae, BacTiter-Glo luminescence, single point, set 2; BacTiter-Glo ATP, 48 h; yeast lacking PDR1 and PDR3 efflux regulators; inhibition, % at 9.4 µM; 0.32% of 310,000 active; AID 504621, 2011;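 active means every replicate shows inhibition above about 80%, whatever the replicate mean, limit read from the data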;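 further: 0% = DMSO neutral controls and 100% = 20 µM radicicol positive controls; yeast relying on Plasmodium falciparum Hsp90 in place of its own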
Ecoli viability: E. coli V3065 growth inhibition, primary screen, counter-screen for AddAB inhibitor project, absorbance, OD600. 0.27% of 330,000 active. inhibition, % at 11.9 µM. AID 449728, 2010. 18 h;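 active means inhibition above the campaign's mean inhibition across all tested compounds plus 3 SD, cut at about 9.9% in these data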;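 further: uninfected addAB+ strain grown without phage in ampicillin broth; 0% = DMSO wells and 100% = ciprofloxacin 0.95 µg/ml wells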
PKA-R1A activ: activators of PKA-R1A holoenzyme, primary screen, biochemical, fluorescence polarization, Cy5-IP20, bovine R1A, mouse PKAc. PKA-R1A dissociation; scaled: DMSO 0%, 113 µM cGMP 100%. 0.083% of 340,000 active. cAMP-dependent protein kinase type I-alpha regulatory subunit (Bos taurus) + …. activation, % at 11.4 µM;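 active means percent activation above the mean of all tested compounds plus 3 SD, cut at about 19% in these data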;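 further: higher means more PKAc released from R1A so a rise in polarization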
Mot1-301 SUMO: yeast Mot1-301 growth rescue at high temperature, primary screen, SUMOylation pathway inhibitor project, S. cerevisiae, ATP luminescence, 38.5C; 1% of 320,000 active; S. cerevisiae Mot1-301 growth rescue; percent above DMSO median, 100 means doubled; growth rescue, % at 18.8 µM;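 active means every valid replicate shows activation above 250% relative to neutral control wells; inactive means the rest, any valid replicate at or below 250%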;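 further: OY570 slx delta 5 strain wells were the positive control but not used for scaling; some compounds called inactive have numbers as strong as hits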
Starred values were filed as active, the others as inactive; · = not tested or not shown. Outcome played no part in choosing rows (roughly 2.2% active in at least one column).

SMILES	Tat transport	AddAB inh	phage Ecoli inh	MOR-DOR inv ag	MOR-DOR ag	PKA-R2B activ	HTR5A inv ag	PfHsp90 yeast 2	Ecoli viability	PKA-R1A activ	Mot1-301 SUMO
Nc1nnnn1CC(=O)N/N=C/c1cc([N+](=O)[O-])ccc1Cl	-1	-0.3	3.1	0	-0.1	-14	18	-1	0.7	-4	-2
CC(=O)N[C@@H](C)C(=O)N1CCN(S(=O)(=O)c2ccc(Cl)cc2)CC1	0	1.7	3.1	4	-0.8	0	-14	-7	0.1	8	1
Cn1c(N)c(C(=O)COC(=O)CCC2CCCCC2)c(=O)n(C)c1=O	-4	5.6	1.2	-10	2.0	7	6	-2	-2.0	6	-18
CNc1nc2sc3c(c2c(=O)n1C)CC(C)(C)SC3	-4	0.6	1.3	12	-2.2	7	0	-5	5.0	6	-19
CCN(CC)CCCn1c2c(c(SCC(=O)Nc3nc(C)cs3)nc1=O)CCC2	9	1.1	1.6	19	-3.6	-9	13	6	2.6	-16	-15
CCCCCNC(=O)c1cccnc1SCC(=O)Nc1ccccc1OC	-2	2.7	2.0	8	-1.3	0	1	0	2.1	3	-8
O=C(Nc1n[nH]c(C2CCCCC2)n1)C1CCCCC1	23	0.9	1.7	6	-1.0	1	-11	-20	1.9	-2	0
O=C(NCC(c1ccco1)N1CCN(c2ccccc2F)CC1)OCc1ccccc1 (stereo unspecified)	6	2.9	4.0	5	-0.8	11	5	0	4.8	-8	13
O=C(c1ccccc1)N1CCN(C(=O)c2nn3c(C(F)(F)F)cc(-c4ccco4)nc3c2Cl)CC1	3	0.4	2.3	2	-0.2	-6	-3	2	-0.8	0	78
Cc1ccc2nc(-c3ccncc3)c(NC3CCCCC3)n2c1	0	0.0	3.5	11	-2.2	-9	8	-8	0.2	-7	66
C[C@H]1CN([C@@H](C)CO)C(=O)c2cc(NS(=O)(=O)c3ccc(Cl)cc3)ccc2O[C@@H]1CN(C)CC1CCCCC1	1	-2.4	0.8	-22	3.7	-6	-24	-13	-1.1	-18	-5
O=C1C(=O)N(CCN2CCOCC2)C(c2ccc(Cl)c(Cl)c2)/C1=C(/O)c1ccc2c(c1)OCO2 (stereo unspecified)	7	-1.3	1.0	9	-1.7	-12	15	1	0.7	-5	-11
CCN(Cc1ccncc1)C(=O)c1cc(COc2c(C)cccc2C)on1	2	-1.1	2.0	-5	1.0	-3	8	12	-2.5	2	3
CC1Cc2ccccc2N1CC(=O)c1c(N)n(Cc2ccccc2)c(=O)n(C)c1=O (stereo unspecified)	3	1.1	3.1	-13	2.8	-3	-23	-15	0.6	-6	·
CCCCOc1ccc(C(=O)N/C(=C\c2ccc(OC)cc2)C(=O)OCc2ccco2)cc1	11	2.9	0.6	9	-1.8	7	10	·	0.3	4	60
Cc1nc(C(=O)Nc2ccccc2)sc1C(=O)Nc1ccccc1	8	1.6	3.1	-3	0.6	-9	-4	-5	0.2	-1	-9
O=C(c1ccco1)N1CCC(c2nc3c(nnn3Cc3ccccc3Cl)c(=O)[nH]2)CC1	-3	0.7	0.9	14	-2.0	1	-20	13	-1.3	0	4
CCc1c(C)nc2ncnn2c1N1CCC(C(=O)Nc2ccc(C)cc2)CC1	-14	0.8	0.6	-24	4.4	6	-28	-9	-1.2	-4	-10
C=CCNc1cc(N2CCCC2)ccc1[N+](=O)[O-]	2	1.0	4.2	0	0.1	-3	-23	-12	1.9	-8	5
CCOc1cc(/C=N/NC(=O)C(=O)Nc2cc(Cl)ccc2C)ccc1O	13	4.3	1.0	-50	7.3	0	-19	35	-1.0	-10	8
CCOc1cc2[nH]c(=O)n(CCC(=O)NCCc3ccc(OC)c(OC)c3)c(=O)c2cc1OCC	7	3.9	0.8	11	-1.9	-9	-13	22	-1.4	-4	-4
Cc1cc(NC(=O)NN2CCOCC2)nn1-c1c(Cl)cc(Cl)cc1Cl	3	5.2	0.7	11	-2.1	5	-3	39	1.5	-1	-6
CC(=O)c1cccc(CN2CCCCC2C(=O)Nc2ccc(Oc3ccccc3)nc2)c1 (stereo unspecified)	-7	-0.6	0.9	-14	3.3	-1	-17	5	-2.6	0	-27
Cc1c(NC(=O)Nc2c(Cl)cccc2Cl)c(=O)n(-c2ccccc2)n1C	-7	-2.1	-0.7	10	-1.9	4	14	-12	-0.6	-2	16
CCOC(=O)C1(CCCc2ccccc2)CCN(S(=O)(=O)N(C)C)CC1	-3	-0.4	-1.7	-11	2.4	-13	4	5	-0.3	-9	0
CC(C)CNC(=O)COC(=O)c1cc(S(=O)(=O)N(C)C)ccc1N1CCCC1	-4	1.7	4.7	3	-0.6	2	3	-20	0.7	6	-15
CCOC(=O)N/N=C/c1c(F)cccc1F	-3	5.4	2.5	13	-2.5	-2	-5	-9	1.0	-4	5
Cc1ccc(S(=O)(=O)c2nc(C(C)(C)C)oc2N2CCOCC2)cc1	0	-0.1	1.5	5	-0.8	-4	-35	25	-1.4	1	-9
Cc1cc(CCNC=O)c(C)c2c1oc1ccccc12	1	·	4.1	-2	0.5	-14	2	-19	·	-6	·
O=C(NCc1cc([N+](=O)[O-])ccc1O)c1cccnc1Sc1ccc(Cl)cc1	1	-0.3	2.6	19	-3.6	-4	20	-14	-1.1	-6	-14
COC(=O)CCSc1nc(N2CCOCC2)c2c(c1C#N)CC(C)(C)OC2	-3	2.6	0.9	4	-0.9	-8	-5	8	-2.1	-12	70
COc1ncnc2sc(-c3ccccc3)cc12	-1	0.7	0.1	-10	1.7	-7	12	-16	-2.4	-13	-14
N#Cc1ccccc1NC(=O)CSc1nnc(-c2ccncc2)o1	11	0.2	-0.3	7	-1.4	4	19	-10	1.0	-12	7
COc1ccc(C(=O)N=C2SC3CS(=O)(=O)CC3N2c2ccc(N(C)C)cc2)cc1OC (stereo unspecified)	-4	5.4	0.5	8	-1.5	-3	0	-17	-0.4	-3	-11
Cc1ccccc1Oc1nc2ccccn2c(=O)c1/C=C(\C#N)C(=O)Nc1c(C)n(C)n(-c2ccccc2)c1=O	-9	1.9	4.5	-7	1.3	-10	8	-13	3.6	9	-7
CC(=O)c1cccc(NC(=O)C2CCCN(S(=O)(=O)c3ccccc3)C2)c1 (stereo unspecified)	-2	0.9	2.3	3	-0.5	2	13	-9	-0.1	-5	2
O=C(N/N=C/c1cc2c(cc1Cl)OCO2)c1ccncc1	15	2.0	3.3	14	-2.7	-4	-23	-24	-1.7	1	-13
Oc1ccccc1-c1nnc(-c2ccc(C(F)(F)F)cc2)o1	5	-0.4	0.6	-7	1.3	-9	-40	-11	-3.8	-5	49
O=C(CSc1nnc(SCc2ccc(Cl)cc2)s1)N1CCOCC1	-3	-0.9	1.3	11	-1.9	1	-41	·	-1.7	-8	-13
CC1(OC(=O)C2CCCC2)C(=O)C=C2C=C(c3ccsc3)N(C(CO)CO)C=C2C1=O (stereo unspecified)	-10	3.4	1.9	-19	3.4	-7	-7	11	-0.5	2	-4
Cc1cc(N2CCOCC2)nc(-c2ccc([N+](=O)[O-])cc2)n1	-1	-2.8	3.7	13	-2.6	2	13	7	-5.6	-5	-8
O=C(Cn1nnc(-c2ccccc2)n1)N/N=C/c1ccco1	1	2.3	2.0	-1	0.2	3	14	-26	0.8	2	18
COc1cccc(C2C3=C(CCCC3=O)Nc3nc(-c4cc(OC)c(OC)c(OC)c4)nn32)c1 (stereo unspecified)	3	2.6	3.9	16	-3.1	-6	-3	·	-0.2	-2	-1
CCCCC(=O)Nc1ccc(N2CCN(c3ccc(F)cc3)CC2)cc1	-6	0.2	0.4	10	-1.9	3	14	10	-2.2	-10	4
CCCCN(Cc1ccco1)S(=O)(=O)c1c[nH]c(C(=O)OC)c1	3	4.2	4.8	7	-1.4	5	15	-20	1.9	-7	7
CN(C/C=C/c1ccccc1)C1CCCCC1	-6	2.2	2.1	17	-3.4	-3	-2	-8	-1.1	-1	4
CC(C)(OC(=O)c1ccc(C(F)(F)F)cc1)c1cc2ccccc2c(=O)o1	-3	1.1	4.5	-17	3.1	-6	-7	38	0.0	-3	7
CC(=O)N/C(=C\c1ccccc1)C(=O)NC(C)C(=O)O (stereo unspecified)	3	-0.9	1.2	4	-0.9	2	-9	3	0.8	-9	3
Cc1cc(C)n(-c2ccc(C(=O)NC(C)C)cc2)n1	1	-3.1	·	14	-2.7	2	2	·	-1.6	2	6
O=C(COC(=O)/C=C/c1ccco1)Nc1cccc([N+](=O)[O-])c1	-8	-0.3	2.8	-14	2.8	-7	2	-2	0.5	-5	4
CCOC(=O)c1cnc(SCc2nc(N)nc(Nc3ccccc3)n2)nc1N	-3	1.9	3.6	2	-0.4	0	-22	-12	1.3	-6	-9
CCN1C(=O)CC(c2ccc(OC(C)C)cc2)C1=O (stereo unspecified)	3	0.0	-0.8	2	-0.4	2	-19	-8	-1.7	9	14
O=C(O)C(=Cc1ccccc1)Cc1ccccc1	-12	·	1.6	-1	0.1	1	13	-1	·	4	·
Clc1ccc(-c2csc(=Nc3cccnc3)n2CCCn2ccnc2)cc1Cl	-4	4.0	2.4	20	-4.0	1	2	-9	2.0	-8	-3
Clc1ccc(Cn2c(-c3cccnc3Cl)nc3ccccc32)cc1	7	1.4	1.6	-10	1.8	-6	-1	1	-0.8	-8	9
Oc1ccc(F)cc1-c1cc(-c2ccc3c(c2)OCCO3)n[nH]1	7	2.8	2.4	-8	1.3	-14	-30	17	-0.2	5	-13
CCOC(=O)c1cnc(Nc2ccccc2)nc1C(F)(F)F	10	5.0	2.7	-18	3.7	-8	16	-24	-1.0	-3	3
CC(=O)c1cc(C(=O)c2ccccc2)sc1Nc1ccccc1	8	0.5	1.5	3	-0.5	8	12	-88	2.0	4	-9
Cc1ccc(CNC(=O)CCS(=O)(=O)c2ccc3c(c2)CC(C)N3C(=O)C2CC2)o1 (stereo unspecified)	-4	-0.8	1.7	8	-1.6	-10	-18	-4	1.6	-4	96
CCOC(=O)C1CCN(C(=O)c2ccc(Br)o2)CC1	-3	4.2	3.7	12	-2.4	-3	14	1	3.9	15	1

Source: PubChem
